Screens deposited in PubChem by Fisher Drug Discovery Resource Center.
mcGAS lum: blocks mouse cGAS activity | 0.15% of 160,000 active | inhibition, % at 12.5 µM | recombinant cGAS, Kinase-Glo ATP depletion luminescence | AID 1259399;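 further: 0% = negative control wells and 100% = reference inhibitor with no enzyme activity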
NPYLR7 ag: activates Aedes aegypti NPYLR7 receptor | HEK293T NPYLR7/Galpha15, GCaMP6s calcium fluorescence | activation, % at 10 µM | 0.15% of 270,000 active | AID 1259423; in the data active means activation above about 40%;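 further: 0% = vehicle and 100% = reference agonist at the receptor; some compounds past the cut are filed as inactive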
hcGAS lum: human cGAS inhibition. 0.081% of 290,000 active. recombinant h-cGAS, ATP depletion, Kinase-Glo luminescence. inhibition, % at 12.5 µM. Q8N884;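 further: 0% = vehicle reaction and 100% = reaction without DNA for no activity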
Target sequence (Q8N884 whole entry, looked up): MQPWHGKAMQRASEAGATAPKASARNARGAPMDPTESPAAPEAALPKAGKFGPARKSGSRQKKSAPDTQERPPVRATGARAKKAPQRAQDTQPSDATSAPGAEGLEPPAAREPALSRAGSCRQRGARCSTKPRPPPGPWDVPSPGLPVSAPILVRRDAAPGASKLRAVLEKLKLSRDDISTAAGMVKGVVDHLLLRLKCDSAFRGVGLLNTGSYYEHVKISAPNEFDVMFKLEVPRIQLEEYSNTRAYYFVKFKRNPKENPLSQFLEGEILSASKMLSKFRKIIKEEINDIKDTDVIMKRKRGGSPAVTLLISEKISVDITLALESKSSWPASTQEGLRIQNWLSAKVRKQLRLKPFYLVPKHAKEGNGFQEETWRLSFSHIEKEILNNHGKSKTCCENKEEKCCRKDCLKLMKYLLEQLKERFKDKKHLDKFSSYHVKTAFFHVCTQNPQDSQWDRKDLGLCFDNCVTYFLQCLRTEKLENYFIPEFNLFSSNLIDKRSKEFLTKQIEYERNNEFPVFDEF
The depositor's hits bear a star; . = not tested or not shown; & = joins results of further samples. Unless noted, no stated cut-off is given here; in the data, active means inhibition above about 40%; inactive means the rest.

SMILES	mcGAS lum	NPYLR7 ag	hcGAS lum
O=C(NC(C(=O)N/N=C\c1coc2ccccc2c1=O)c1n[nH]c(=O)c2ccccc12)c1ccccc1 (stereo not given)	0.3	-10.3	2.9
Cc1ccc(C=C2NC(=S)NC2=O)c(C)c1	-4.3	6.9	-3.5
COc1ccc(N2C(=O)C3C(C2=O)C2(C)C=CC3(C)O2)c([N+](=O)[O-])c1 (stereo not given)	-2.8	-10.9	-1.1
Cc1[nH]n(-c2ccc(Cl)c(Cl)c2)c(=O)c1C1=C([n+]2ccccc2)C(=O)N(CC(C)C)C1=O	-5.6	3.5	-6.4
COc1nc(-c2ccc3c(c2)OCO3)n(-c2ccc(NC(=O)CSc3ccccc3)cc2)n1	-11.0	3.5	-5.9
CC(NC(=O)c1ccc[nH]1)c1cccc(N2CCCC2)c1 (stereo not given)	.	3.9	-10.5
N#Cc1ccc(-c2ccc3c(n2)C(=O)N(CC(=O)NCc2ccccc2)C3)cc1	-4.9	-14.0	-3.5
CCc1nc2ccc(C(=O)N3CCCCC3)cn2c1N(C)Cc1cc2ccccc2s1	-4.0	13.3	-5.3
CSc1ccc(NC(=O)N(CC(=O)Nc2cc(C(C)(C)C)nn2-c2ccc(C)cc2)Cc2ccccc2)cc1	-6.6	19.0	-8.1
CSc1sc(C)cc1-c1nsc(=O)o1	.	0.1	7.0
COC(=O)CCCC(=O)NC1CC(=O)N(CC(C)(C)C)C1 (stereo not given)	.	-2.1	-5.1
CC(=O)N1CCN(c2ncccc2CNC(=O)CSc2ccccc2)CC1	.	15.0	-5.5
O=C(CCc1ccc2c(c1)OCO2)NCc1cccnc1-n1ccnc1	.	1.6	0.3
CC(C)N1CCC1(C)C(=O)Nc1ccc(-n2cccc2)cc1 (stereo not given)	-4.2	1.4	-7.5
Cc1ccsc1CN(C)C(=O)c1ccc(OCC(N)=O)cc1	-12.3	10.7	-5.9
CN(Cc1nc2ccccc2c(=O)[nH]1)C(=O)c1cn[nH]c1-c1ccc(Cl)cc1	-16.7	1.4	0.2
Cc1nc2nc(C(F)(F)F)nn2c(C)c1CCC(=O)NCCCN1CCC(C)CC1	.	1.2	5.6
CCCCC1CCC(c2noc(-c3ccc([N+](=O)[O-])cc3)n2)CC1 (stereo not given)	-3.9	-1.0	4.0
O=C(NCC1CC=CCC1)c1cncc(C(=O)NCC2CC=CCC2)c1 (stereo not given)	.	5.3	-8.0
CC(C)C1CN(c2cc(N)ncn2)CCCN1CC1CC1 (stereo not given)	.	5.2	-9.9
Cc1cn2c3c(=O)n(Cc4ccccc4)c(=O)n(C)c3nc2n1CCOCCO	.	0.0	-5.3
N#Cc1ccc(C2=CC3C=CSC3=N2)cc1 (stereo not given)	.	7.8	-3.7
CCC[C@@H]1CN(c2nc(C(=O)OCC)co2)C[C@H]1NS(C)(=O)=O	-6.3	.	-13.6
Cc1c(CNCCN2CCc3ccccc3C2)c2ccccc2n1CC(N)=O	-9.4	-1.0	-5.5
Fc1ccc(Oc2cc(C(F)(F)F)nc(SCc3ccc(F)c(F)c3)n2)cc1	-5.3	0.6	-5.4
CCCN(Cc1cc(NC(=O)CC)ccc1N(C)C)C(=O)COC	-8.0	18.8	-3.1
Cc1cccc(-c2cc(N)n(-c3ccc(C(=O)NCc4ccncc4)cc3)n2)c1	-3.9	-9.6	-1.5
CC(C)CCSc1nc(N2CCCC2)c2c(c1C#N)CC(C)(C)OC2	.	6.3	-6.3
CC(C)CC(NC(=O)C1(C(F)(F)F)CC1)c1nnc2n1CCNCC2 (stereo not given)	.	-1.4	-5.4
CCOc1ccccc1NC(=O)N1CCC2(CC1)C(=O)N(CC(=O)NC(C)c1ccccc1)CN2c1ccccc1 (stereo not given)	-4.9	17.3	-11.2
CC(=O)Oc1ccc(CSc2nc3cc(S(=O)(=O)N4CCCC(C)C4)ccc3n2CC2CCCO2)cc1 (stereo not given)	-6.5	3.7	-5.2
C=CCSc1nnc2c3sc4nc(N5CCOCC5)c5c(c4c3ncn12)CC(C)(C)OC5	.	1.3	-6.4
Cc1cc(C2CCC2)nc(N(C)Cc2nccn2C)n1	.	-0.1	-5.6
COc1ccc(CNC(=O)N2CCCC2C2CCCC2)cn1 (stereo not given)	.	3.7&-3.5	-6.0&0.5
Cc1nccnc1N1CCC(Cn2cc(CN3CCNC(=O)C3)nn2)CC1	.	0.1	-6.7
O=C(NC1CCc2[nH]c3c(Cl)cccc3c2C1)C1CC=CCC1 (stereo not given)	2.3	.	-1.4
CCOc1nc(Cl)c(C#N)c(-c2ccccc2)c1C#N	.	6.4	44.6*
COC(=O)c1sccc1S(=O)(=O)N1CCCC2(CC1)CN(C)C(=O)O2 (stereo not given)	1.8	-3.5	-4.0
COc1c(C)cnc(CN(C)C(=O)Nc2cc3c(cc2Cl)OCCCO3)c1C	-16.9	5.7	-4.1
CC1=C([N+](=O)[O-])C(c2ccccc2Cl)NC(=O)N1C (stereo not given)	.	-2.1	-2.8
O=C(O)CCc1ccc(-c2ccc(F)cc2)n1NC(=O)c1ccc(O)cc1	.	0.6	0.3
c1cc(-c2ccc(CN3CCNCC3)cc2)n2nccc2c1	.	-0.1	-3.4
CCn1c(C2CCN(C(=O)c3cccc4cnccc34)CC2)nn(C)c1=O	-13.8	7.2	-0.7
CC1C(=O)N(C)CCN1Cc1cccc(OCc2ccccn2)c1 (stereo not given)	.	12.4	-6.0
O=C(C1=COCCO1)N(Cc1ccccn1)c1nc2c(Cl)cccc2s1	-9.2	2.6	-2.2
COCCOC1CCN(Cc2cn(C)nc2-c2cccc(Cl)c2)CC1	-3.2	-0.6	-0.4
COc1ccc(Cn2c(C(C)C)nc3oc4cc(OC)ccc4c(=O)c3c2=O)cc1	.	6.3	-5.1
CCOC(=O)c1cc(-c2cccc(OC)c2)n(-c2ccc(C(=O)Oc3ccc([N+](=O)[O-])cc3)cc2)n1	-4.8	4.6	-4.1
OC[C@H]1O[C@@H](n2cnc3c(N[C@H]4CCC[C@@H]4O)ncnc32)[C@@H](O)C1O (stereo not given in full)	.	13.8	-2.6
CC(C)CNC(=O)C1(C)CCCN1C(=O)c1ccc2c(c1)CCO2 (stereo not given)	-0.7	-2.4	-2.4
(continued)
SMILES	mcGAS lum	NPYLR7 ag	hcGAS lum
COc1ccc(CN(CCc2c[nH]c3ccccc23)C(=O)CN(C2CC2)S(=O)(=O)c2cc(Cl)ccc2Cl)cc1OC	1.3	1.5	-6.6
CCN(CC)C(=O)Cn1cc(C(=O)N2CCN(c3ccc(Cl)cn3)CC2)nn1	-11.3	-7.6	-7.3
COC(=O)c1ccc(N2C(=O)CSC2c2ccc(OC)cc2)cc1 (stereo not given)	2.6	-3.4	4.6
CN(C)c1ccc(CNC(=O)Nc2ccc(C3=NNC(=O)CC3)cc2)cn1	.	4.5	-8.0
O=C1CC(N(C(=O)C2CCCC(C(F)(F)F)C2)C2CC2)C(=O)N1 (stereo not given)	.	2.8	-12.1
Oc1c2cccnc2cn1-c1ccc2[nH]ncc2c1	-9.5	-5.5	-2.6
O=c1[nH]nc(CCc2nc3ccccc3[nH]2)n1-c1ccc2c(c1)OCO2	.	3.5	-4.7
CCOC(=O)c1c(NC(=O)c2ccc(F)c(F)c2)sc2c1CCC(C)C2 (stereo not given)	-6.1	-4.5	-4.3
CNC(=O)CCN(C)C1CCN(c2ccc(F)c(F)c2)CC1	-17.2	8.9	-3.7
CC(=O)Cn1c(=O)c2c(nc3n(-c4cc(C)ccc4C)c(C)cn23)n(C)c1=O	.	-0.3	-5.1
COc1ccc(C(=O)N2CCC3(CC2)C(=O)N(CC(=O)Nc2cccc(Cl)c2)CN3c2ccccc2)c(OC)c1	-3.1	22.4	-5.2
Cc1cc(C(=O)NS(=O)(=O)Cc2ccon2)c(C)o1	.	1.2	-6.6
CCN(CCc1nc2ccc(C)cc2[nH]1)C(=O)c1cnc(C(C)C)nc1C	-8.0	3.7	0.9
CCC(C)C(=O)OCc1cccc2cn[nH]c12 (stereo not given)	.	11.2	-4.1
CCOc1ccc(-c2ccc(=O)n(CCNC(=O)c3ccccc3C)n2)cc1	-8.7	5.1	-6.2
Cc1ccc(-n2ncc3c(-n4nc(C)cc4NC(=O)COc4ccccc4C)ncnc32)c(C)c1	-0.2	16.1	0.9
CCC(=O)Nc1cccc(OCC(=O)N2CCOCC2CC(C)C)c1 (stereo not given)	-18.3	7.5	-8.9
O=c1nc(SCc2ccccc2)c2c([nH]1)CCCC2	-9.8	-1.2	3.1
CC(=O)c1cccc(OCc2cc(C(=O)N3CC=CC3CO)n[nH]2)c1 (stereo not given)	-11.1	-1.4	-5.1
CC[C@H]1CN(Cc2c(C)nn(C)c2Cl)CC[C@@]1(C)O	.	12.0	-3.7

Some of the entries above, reformatted:
Value order – mcGAS lum, NPYLR7 ag, hcGAS lum
- CCN(CC)C(=O)Cn1cc(C(=O)N2CCN(c3ccc(Cl)cn3)CC2)nn1
→ -11.3, -7.6, -7.3
- COC(=O)c1ccc(N2C(=O)CSC2c2ccc(OC)cc2)cc1 (stereo not given)
→ 2.6, -3.4, 4.6
- CN(C)c1ccc(CNC(=O)Nc2ccc(C3=NNC(=O)CC3)cc2)cn1
→ ., 4.5, -8.0
- O=C1CC(N(C(=O)C2CCCC(C(F)(F)F)C2)C2CC2)C(=O)N1 (stereo not given)
→ ., 2.8, -12.1
- Oc1c2cccnc2cn1-c1ccc2[nH]ncc2c1
→ -9.5, -5.5, -2.6
- O=c1[nH]nc(CCc2nc3ccccc3[nH]2)n1-c1ccc2c(c1)OCO2
→ ., 3.5, -4.7
- CCOC(=O)c1c(NC(=O)c2ccc(F)c(F)c2)sc2c1CCC(C)C2 (stereo not given)
→ -6.1, -4.5, -4.3
- CNC(=O)CCN(C)C1CCN(c2ccc(F)c(F)c2)CC1
→ -17.2, 8.9, -3.7
- CC(=O)Cn1c(=O)c2c(nc3n(-c4cc(C)ccc4C)c(C)cn23)n(C)c1=O
→ ., -0.3, -5.1
- COc1ccc(C(=O)N2CCC3(CC2)C(=O)N(CC(=O)Nc2cccc(Cl)c2)CN3c2ccccc2)c(OC)c1
→ -3.1, 22.4, -5.2
- Cc1cc(C(=O)NS(=O)(=O)Cc2ccon2)c(C)o1
→ ., 1.2, -6.6
- CCN(CCc1nc2ccc(C)cc2[nH]1)C(=O)c1cnc(C(C)C)nc1C
→ -8.0, 3.7, 0.9
- CCC(C)C(=O)OCc1cccc2cn[nH]c12 (stereo not given)
→ ., 11.2, -4.1
- CCOc1ccc(-c2ccc(=O)n(CCNC(=O)c3ccccc3C)n2)cc1
→ -8.7, 5.1, -6.2
- Cc1ccc(-n2ncc3c(-n4nc(C)cc4NC(=O)COc4ccccc4C)ncnc32)c(C)c1
→ -0.2, 16.1, 0.9
- CCC(=O)Nc1cccc(OCC(=O)N2CCOCC2CC(C)C)c1 (stereo not given)
→ -18.3, 7.5, -8.9
- O=c1nc(SCc2ccccc2)c2c([nH]1)CCCC2
→ -9.8, -1.2, 3.1
- CC(=O)c1cccc(OCc2cc(C(=O)N3CC=CC3CO)n[nH]2)c1 (stereo not given)
→ -11.1, -1.4, -5.1
- CC[C@H]1CN(Cc2c(C)nn(C)c2Cl)CC[C@@]1(C)O
→ ., 12.0, -3.7

(list continues)
SMILES	mcGAS lum	NPYLR7 ag	hcGAS lum
Cc1cc(C)cc(-n2nc(C(=O)NCCc3ccccn3)c(=O)n(Cc3cccc(Cl)c3)c2=O)c1	-7.5	3.4	-2.5
CC(NC(=O)CC1CCCc2ccccc21)C(=O)N1CCOCC1 (stereo not given)	4.6	-1.6&-0.8	3.7&8.8
COc1ccc(CN2CC(OCc3cccnc3)CN(C(=O)c3ccc(C(C)=O)cc3)CC2=O)cc1 (stereo not given)	-12.8	7.3	1.3
CO/N=C(/C(=O)N1CCc2ccccc2C1)c1csc(NC=O)n1	-5.8	1.8	-5.8
COC(=O)C1=C(O)/C(=C\c2ccc(OC)c(OC)c2OC)SC1=Nc1ccc(Cl)cc1	-1.4	-21.8	-2.1
CC(C)CC1COCCN1c1ncnc2cccc(F)c12 (stereo not given)	.	-2.3	-4.7
O=C(Nc1cccc2ccccc12)O[C@@H]1CO[C@H]2[C@@H]1OC[C@@H]2NCc1c[nH]c2ccccc12	-8.6	-7.1	-6.6
Cc1nc(-c2cccc(Br)c2)ccc1C(=O)N(CC(N)=O)C(C)C	-15.0	0.0	-3.4
CCn1c(C)c(C(=O)CN(Cc2ccco2)C(=O)c2ccc(OC)cc2OC)c(C)c1C(=O)OC	-3.1	-11.9	-1.4
O=C(NC1CCN(c2ccccc2C(=O)NCc2ccc3c(c2)OCO3)CC1)c1cccc(Br)c1	-3.2	3.0	0.2
Oc1c(C(c2ccc(F)cc2)N2CCOCC2)ccc2cccnc12 (stereo not given)	.	4.1	-5.4
COc1ccc(C(=O)N2CCOC(c3ccc(Cl)cc3)C2)cc1O (stereo not given)	-13.3	5.0	-4.0
CCOc1nn(CC)cc1C(=O)Nc1ccon1	4.4	-13.4	5.2
Cn1c(C2COc3ccccc3O2)n[nH]c1=S (stereo not given)	.	7.1	1.5

Rows were taken by chance. Share with any hit: about 0.29%.
